# AmpC no deterg: qHTS Inhibitors of AmpC Beta-Lactamase (assay without detergent); AmpC nitrocefin hydrolysis, absorbance 480 nm, 0.0001% Triton; Potency, µM (top dose mostly 57.1 µM), inactives show at the top dose activity change, negative = inhibition, usual class: inhibitors; actives 0.52% (n = 330,000);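 note: potency is the fitted concentration of half-maximal effect; plate controls were no compound for no effect and no enzyme for full effect; nearly all actives have a fitted effect of over 20% in size; some results filed as inactive show a strong effect at the top dose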
# Target sequence (P00811 whole entry, looked up): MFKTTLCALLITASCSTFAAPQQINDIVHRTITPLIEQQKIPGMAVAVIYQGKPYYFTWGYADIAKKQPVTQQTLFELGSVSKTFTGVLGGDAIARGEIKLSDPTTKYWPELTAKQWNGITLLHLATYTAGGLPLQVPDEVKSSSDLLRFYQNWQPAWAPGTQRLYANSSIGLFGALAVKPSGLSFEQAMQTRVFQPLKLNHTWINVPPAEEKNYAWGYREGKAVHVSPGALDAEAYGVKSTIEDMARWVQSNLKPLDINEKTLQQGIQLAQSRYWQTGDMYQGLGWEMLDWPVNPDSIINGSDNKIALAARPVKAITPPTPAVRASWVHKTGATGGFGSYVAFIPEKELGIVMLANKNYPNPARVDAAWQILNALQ
#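 AmpC (5.3 nM in the dispensed reagent) in 20 mM phosphate pH 7.0 with 0.01% (detergent screen) or 0.0001% Triton X-100 was preincubated with compounds for 15 min at room temperature. Nitrocefin was then added from an 800 uM solution, and hydrolysis was followed at 480 nm.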
# Pf growth 96h: Primary qHTS for delayed death inhibitors of the malarial parasite plastid, 96 hour incubation; P. falciparum luciferase reporter growth, 96 h; Potency, µM (top dose mostly 28.7 µM), without a hit: at the highest dose activity change, negative = inhibition, usual class: inhibitors; actives 6.9% (n = 320,000); AID 504834, 2011; note: potency is the fitted concentration of half-maximal effect; % is set by controls: 0 for no effect and ±100 for the full control effect
#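 Plates of compound plus infected erythrocytes (2% hematocrit, 0.05% parasitemia final) incubate 96 hours, 37 C, 5% CO2. Detection reagent added; reduced luminescence from the parasites' luciferase reporter flags inhibition.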
# LmPK inhibitor: qHTS Assay for Inhibitors of Leishmania Mexicana Pyruvate Kinase (LmPK). Q27686. purified LmPK, Kinase-Glo ATP luminescence, 1 h. Potency, µM (titrated, usually from 57.5 µM), without a hit: at the top dose activity change, negative = inhibition, actives largely listed as inhibitors. actives 0.37% (n = 290,000). AID 1721, 2009; note: potency is the fitted concentration of half-maximal effect; % is set by controls: 0 for no effect and ±100 for the full control effect
# Target sequence (Q27686 whole entry, looked up): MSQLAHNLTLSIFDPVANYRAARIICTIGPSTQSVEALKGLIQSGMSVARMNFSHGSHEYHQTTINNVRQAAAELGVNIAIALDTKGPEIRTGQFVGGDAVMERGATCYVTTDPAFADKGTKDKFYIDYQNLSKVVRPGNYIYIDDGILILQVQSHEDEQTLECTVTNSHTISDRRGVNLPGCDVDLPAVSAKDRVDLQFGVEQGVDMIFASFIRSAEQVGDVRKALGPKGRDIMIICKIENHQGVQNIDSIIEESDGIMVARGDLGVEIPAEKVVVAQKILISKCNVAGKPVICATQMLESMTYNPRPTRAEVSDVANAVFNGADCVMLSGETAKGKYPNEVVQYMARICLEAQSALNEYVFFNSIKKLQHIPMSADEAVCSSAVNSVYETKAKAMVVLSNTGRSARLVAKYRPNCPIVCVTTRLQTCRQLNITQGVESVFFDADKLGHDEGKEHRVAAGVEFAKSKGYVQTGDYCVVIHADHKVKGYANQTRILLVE
#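 qHTS format; LmPK 0.1 nM; substrates PEP 0.5 mM and ADP 0.1 mM. One-hour room-temperature incubation, then coupled luciferase luminescence; 0.5 nM enzyme wells mark activation.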
# Tb PYK inh: qHTS of Trypanosoma Brucei Inhibitors. actives 0.12% (n = 410,000). TbPYK enzyme, Kinase-Glo Plus ATP luminescence, 45 min. Potency, µM (doses to about 76.8 µM), without a hit: at the top dose activity, negative = inhibition, usual class: inhibitors. pyruvate kinase (Trypanosoma brucei), Q57TT1; note: potency is the fitted concentration of half-maximal effect; % is set by controls: 0 for no effect and ±100 for the full control effect; nearly all actives have a fitted effect of over 50% in size
#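 Screened from lowest to highest concentration, compounds were pinned into TbPYK/substrate mixtures, and ADP (130 uM final) was added. Plates sat at room temperature for 45 min prior to Kinase-Glo Plus detection by luminescence.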
# Shiga inhibitor: A qHTS for Small Molecule Inhibitors of Shiga Toxin | Vero cells, Shiga toxin protein synthesis inhibition reporter | actives 9.2% (n = 290,000) | inhibition, % at 38.7 µM; in the data active = inhibition mostly above about 28%, no sharp cut-off; inactive = mostly below about 43%; note: 0% is about no effect
# Cycloheximide cs: Cycloheximide Counterscreen for Small Molecule Inhibitors of Shiga Toxin; max response, %; cell reporter, cycloheximide protein synthesis inhibition counterscreen; actives 12% (n = 300,000); in the data active = max response mostly above about 13%, no sharp cut-off; inactive = mostly below about 14%; note: read at 38.3 µM for the half of the compounds with a filed dose; 0% is about no effect
# Pf growth 48h: Primary qHTS for delayed death inhibitors of the malarial parasite plastid, 48 hour incubation. P. falciparum luciferase growth in erythrocytes, 48 h. Potency, µM (series often up to 28.7 µM), inactives show at the top dose activity change, negative = inhibition, most hits filed as inhibitors. actives 5.9% (n = 310,000). AID 504832, 2011; note: potency is the fitted concentration of half-maximal effect; % is set by controls: 0 for no effect and ±100 for the full control effect
#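 Parasite viability was followed by luminescence of a genomically integrated firefly luciferase. Cultures held 0.1% parasitemia at 2% hematocrit (final), incubated under 5% CO2 at 37 C.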
# * hit, by the source's call; ? = inconclusive; . = not tested or not shown; [ ] = another dose, or the depositor's remark. Unless noted, calls come from the whole dose curve; as a rule, active = well fitted curve in the direction sought with a large enough effect; inconclusive = small, poorly fitted or top-dose-only effect, or another doubt; inactive = no such curve, though single readings can be large; an effect the other way counts as inactive or inconclusive. Outcome played no part in choosing rows. About 22% of those tested had a hit in this group.
SMILES,AmpC no deterg,Pf growth 96h,LmPK inhibitor,Tb PYK inh,Shiga inhibitor,Cycloheximide cs,Pf growth 48h
COc1nc(-c2ccc(Cl)cc2)ccc1-c1noc(-c2cccs2)n1,-20%,37%[activator],2%,3%,-11,-1,26%
N=c1c2c(n(Cc3ccc(Cl)cc3Cl)c3c1CCC3)CCCC2,25%,.,-1%,-7%,-3,-2,0.19µM*
O=C(CSc1nc2ccccc2n1Cc1ccccc1)N/N=C/c1ccco1,-25%,?,2%,-3%,-3,7,?
COc1ccc(CN(C(=O)c2cccs2)C(C(=O)NC2CCCCC2)c2ccc3ncccc3c2)cc1 (stereo not drawn),86%[activator],10µM*,-1%,7%,-3,-2,?
CCN(Cc1ccccc1)C(=O)CN1C(=O)NC(CC)(c2ccc(F)cc2)C1=O (stereo not drawn),57%,-7%,7%,-7%,-6,-3,0%
CC1=C/C(=C\c2ccc(Br)o2)C(=O)O1,-11%,17%,9%,-21%,-6,0,-3%
CCN(Cc1nc(-c2ccc(OC)cc2)no1)C(=O)c1ccc2c(c1)OCO2,9%,3%,-1%,4%,-5,-1,23%
Cc1cccn2c(=O)c3cc(C#N)c(=O)n(-c4c(C)n(C)n(-c5ccccc5)c4=O)c3nc12,-9%,-15%,0%,3%,-12,2,-1%
COc1ccc(C(=O)OCC(=O)NCc2ccco2)cc1S(=O)(=O)N1CCN(c2cccc(Cl)c2)CC1,29%,.,5%,-12%,2,7,-16%
O=C(CSc1nc2cc(S(=O)(=O)N3CCOCC3)ccc2o1)NC1CCCc2ccccc21 (stereo not drawn),3%,?,5%,-24%,18,0,9.3µM*
CCOC(=O)C1CCN(C(=O)CS(=O)(=O)Cc2nc(-c3ccccc3Cl)oc2C)CC1,116%[activator],?,-4%,-2%,-6,-2,-1%
CSc1nsc(/C=C/Nc2ccc(O)cc2C)c1C#N,-59%,?,-7%,-12%,28,28*,?
COc1ccc(N(CC(=O)Nc2cccc(C)c2)S(=O)(=O)c2c(C)n[nH]c2C)cc1,35%,323%[activator],1%,2%,-15,1,?
NS(=O)(=O)c1ccc(N2CCCCCC2)c([N+](=O)[O-])c1,-19%,.,-3%,-4%,-9,-2,0%
COC(=O)c1ccc(CSc2nnc(Nc3ccc(C)cc3)s2)o1,-19%,.,8%,0%,12,23,?
O=C1C2ON(c3ccccc3)C(c3ccncc3)C2C(=O)N1c1ccc(N2CCOCC2)cc1 (stereo not drawn),98%[activator],12%,12%,-1%,-14,-3,.
O=C(c1ccco1)[C@@H]1[C@@H]2C(=O)N(c3ccccc3)C(=O)[C@@H]2C2c3ccccc3C=CN21 (stereo partly drawn),-16%,4.7µM*,0%,-4%,9,14,-4%
Cc1ccc(NC(=O)Nc2nnc(-c3ccncc3)s2)cc1C,-10%,?,1%,-11%,-16,1,?
Cc1cccc(NC(=O)CNC(=O)COC(=O)CCS(=O)(=O)c2ccccc2)c1C,4%,5%,-4%,4%,2,14,-5%
CCc1nnc(SC(C)C(=O)Nc2nccs2)n1C (stereo not drawn),2%,18%,-2%,-4%,-6,-2,3%
CCCCN(CC)Cc1ccc(CNC(=O)Nc2ccccc2)o1,-31%,-18%,-3%,-20%,54,-3,.
C(=C1/CCCC2=C1Nc1ncnn1C2c1ccccc1)/c1ccccc1 (stereo not drawn),42%,-9%,6%,.,-15,-3,12µM*
COC(=O)c1ccc(CSc2nnc(CNC(=O)c3ccccc3F)o2)o1,.,57%[activator],1%,-18%,-11,1,9%
COc1ccc(CC(=O)OCC(=O)N(CC(C)C)c2c(N)n(Cc3ccccc3)c(=O)[nH]c2=O)cc1,8%,6%,.,2%,.,.,?
COCCN1C=C2C(=O)C(C)(OC(=O)C3CCCC3)C(=O)C(c3ccccc3)=C2C=C1CCCC(=O)OC (stereo not drawn),32%,?,-5%[11.5 µM],1%,10,-1,36%[activator]

# Structures from the list above with a cyano group (two):
SMILES,AmpC no deterg,Pf growth 96h,LmPK inhibitor,Tb PYK inh,Shiga inhibitor,Cycloheximide cs,Pf growth 48h
Cc1cccn2c(=O)c3cc(C#N)c(=O)n(-c4c(C)n(C)n(-c5ccccc5)c4=O)c3nc12,-9%,-15%,0%,3%,-12,2,-1%
CSc1nsc(/C=C/Nc2ccc(O)cc2C)c1C#N,-59%,?,-7%,-12%,28,28*,?

# Continuation.
SMILES,AmpC no deterg,Pf growth 96h,LmPK inhibitor,Tb PYK inh,Shiga inhibitor,Cycloheximide cs,Pf growth 48h
COc1ccc(S(=O)(=O)NCC2CCCN(C(=O)c3cccnc3C)C2)cc1 (stereo not drawn),4%,46%[activator],11%,0%,9,7,2%
CCOC(=O)C(NCc1ccccc1OC)(NC(C)=O)C(F)(F)F (stereo not drawn),-1%,0%,-3%,1%,-7,-1,-13%
O=C(Nc1ccc(OCC(=O)N2CCC(Cc3ccccc3)CC2)cc1)c1ccco1,6%,-38%,3%,-20%,-13,2,.
CC1=NN(C(N)=S)C(=O)C1N=Nc1c(Br)cc(Br)cc1Br (stereo not drawn),-58%,-20%,12%,-8%,.,1,15%
CCN(CC(=O)NCc1cccs1)c1nnnn1-c1ccccc1,-16%,-21%,-2%,-3%,37,-2,12%
Cc1ccc(S(=O)(=O)N2CC(C)C(=O)CC2C)cc1 (stereo not drawn),-6%,?,-7%,-3%,-17,-3,2%
COc1ccc(N=C2SC(CC(=O)Nc3ccccc3OC)C(=O)N2Cc2ccco2)cc1 (stereo not drawn),-8%,?,3%,-3%,40*,24*,-78%
CC(=O)c1sc(N2CCOCC2)nc1-c1ccccc1,-16%[11.4 µM],33%,0%,-2%,-6,6,9%
CCc1ccc(OCC(O)CN2CCN(c3ccccn3)CC2)cc1 (stereo not drawn),81%[activator],49%[activator],-4%,1%,6,-1,-1%
CC(C)CCn1cnc2c(cnn2-c2ccc(F)cc2)c1=O,-5%,.,-2%,3%,60*,36*,112%[activator]
O=C(N/N=C/c1ccccc1)c1ccc(CN2C(=O)c3cccc4cccc2c34)cc1,?,-1%,1%,-11%,19,-2,-5%
CC(Oc1ccc(Cl)cc1)c1ccnc(N)n1 (stereo not drawn),-1%,23%,3%,5%,-4,0,10%
CN(C(=O)COC(=O)c1ccc(Cl)c(N)c1)c1ccccc1,-7%[2.29 µM],-36%[5.75 µM],0%,-1%,25,0,0%
Cc1cc(C)n2ncc(C(=O)Nc3ccc4c(c3)OCO4)c2n1,-9%,?,1%,-4%,26,-2,7%
Cn1c(C(=O)NCCCN2CCOCC2)cc2c(=O)n(C)c3ccccc3c21,31%,-94%,8%,-3%,-4,-4,.
CCOc1cccc(CN2CCCC(CNC(=O)c3cccc(OC)c3OC)C2)c1 (stereo not drawn),-4%,?,8%,-1%,-12,-1,?
O=C(NC(=S)N1CCN(c2ccc([N+](=O)[O-])cc2)CC1)c1ccco1,-10%,?,0%,-14%,18,-2,-14%
O=C1CSC(=Nc2ccc(Cl)cc2)N1Cc1cccnc1,23%,?,0%,1%,3,-1,6%
CCN(CC)CC(=O)Nc1c(C#N)cnn1-c1ccccc1,-10%,26%,1%,-7%,-6,1,4%
Cc1nnc(NC(=O)CSc2nnc(NC(=O)C(C)(C)C)s2)s1,1%,-8%,1%,12%,-5,-9,-51%[1.15 µM]
O=C(c1cccs1)N(Cc1cccc(F)c1)C1CCS(=O)(=O)C1 (stereo not drawn),-7%,-21%,-3%,0%,23,-4,0%
Cc1cc(C)cc(N2C(=O)NC(=O)/C(=C\C=C\c3ccco3)C2=O)c1,-60%,31%[activator],2%,-22%,49*,13,0%
O=C(NCCCN1CCOCC1)C1CCCN(S(=O)(=O)N2CCCCC2)C1 (stereo not drawn),-25%,?,-7%,2%,-9,7,23%
COc1ccc(Cl)cc1S(=O)(=O)NCCCn1ccnc1,-5%,.,1%,-8%,.,-2,33%[activator]
O/N=C1\CCSc2ccc(F)cc21,-14%,98%[activator],12%,0%,58*,33*,58%[activator]
Fc1ccccc1Cc1nnc2n1N=C(c1ccc(Cl)cc1)CS2,-12%,23%,-9%,-1%,-23,1,.
O=C(CSc1nnc(-c2ccncc2)n1C1CCCCC1)Nc1ccccc1,29%,13%,5%,-9%,-2,2,-21%
CCc1noc(C)c1C(=O)OCC(=O)NC(=O)c1ccccc1,-21%,-15%,-2%,1%,24,11,-2%
Cc1ccc([N+](=O)[O-])cc1NC(=O)CN(C1CCCCC1)S(=O)(=O)c1ccc(Cl)cc1,-16%,11%,0%,-7%,5,-2,?
CCN(CC)CCCN1C(=O)C(=O)/C(=C(/O)c2ccc3c(c2)OCCO3)C1c1ccc(C)o1 (stereo not drawn),-5%,-2%,7%,.,48,-1,.

# Structural class, the entries above containing an aryl thioether with sulfur outside any ring
SMILES,AmpC no deterg,Pf growth 96h,LmPK inhibitor,Tb PYK inh,Shiga inhibitor,Cycloheximide cs,Pf growth 48h
O=C(CSc1nc2ccccc2n1Cc1ccccc1)N/N=C/c1ccco1,-25%,?,2%,-3%,-3,7,?
O=C(CSc1nc2cc(S(=O)(=O)N3CCOCC3)ccc2o1)NC1CCCc2ccccc21 (stereo not drawn),3%,?,5%,-24%,18,0,9.3µM*
CSc1nsc(/C=C/Nc2ccc(O)cc2C)c1C#N,-59%,?,-7%,-12%,28,28*,?
COC(=O)c1ccc(CSc2nnc(Nc3ccc(C)cc3)s2)o1,-19%,.,8%,0%,12,23,?
CCc1nnc(SC(C)C(=O)Nc2nccs2)n1C (stereo not drawn),2%,18%,-2%,-4%,-6,-2,3%
COC(=O)c1ccc(CSc2nnc(CNC(=O)c3ccccc3F)o2)o1,.,57%[activator],1%,-18%,-11,1,9%
Cc1nnc(NC(=O)CSc2nnc(NC(=O)C(C)(C)C)s2)s1,1%,-8%,1%,12%,-5,-9,-51%[1.15 µM]
O=C(CSc1nnc(-c2ccncc2)n1C1CCCCC1)Nc1ccccc1,29%,13%,5%,-9%,-2,2,-21%

# Screening results (PubChem)
